Screening results: PubChem BioAssay, Sanford-Burnham Center for Chemical Genomics
NLRP3 yeast inh: NALP3 inflammasome inhibitors in reconstituted yeast, primary screen, luminescence, uHTS; Yeast reconstituted NLRP3/ASC/caspase-1, beta-gal luminescence, 24 h; inhibition, % at 10 µM; 330,000 tested, 0.39% active; AID 2825, 2010;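 active = inhibition of 50% or more; inactive = inhibition below 50%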;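 also: plate controls were induced DMSO wells for no effect and uninduced yeast grown without galactose for full effect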
mIAP act: activators of mouse IAP, primary screen, biochemical, luminescence, uHTS. activation factor at 10 µM. 330,000 tested, 0.24% active. AID 2805, 2010. muIAP, CDP-Star luminescence, 30 min; stronger effect = higher value; 1 = vehicle-only enzyme signal, 0 = enzyme-free wells. intestinal alkaline phosphatase [Mus musculus];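 active = activation factor of at least 2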; also: the source names both 10 and 20 µM as test concentration; values of inactives mirror those of a sister screen read the other way
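also added = chemiluminescent substrate CDP-Star | test system = mouse IAP enzyme | signal = chemiluminescence readout | compound = DMSO-dissolved test compounds | incubation = 30 min at room temperature | benchmarks = DMSO wells, no-enzyme wells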
TIM10 inh: growth inhibitors of isogenic TIM10 control yeast, primary screen, counter-screen for tim10-1 yeast inhibitor project, luminescence, uHTS; S. cerevisiae TIM10 strain growth, BacTiter-Glo luminescence, 24 h; AID 463195, 2010; 330,000 tested, 1.4% active; inhibition, % at 10 µM;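 active = inhibition of 40% or more at the single tested concentration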;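 also: wild-type TIM10 isogenic control strain grown at permissive 25 °C; 0% = DMSO yeast wells and 100% = minimal medium wells without yeast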
APOBEC3G inh: APOBEC3G DNA deaminase inhibitors, primary screen, biochemical, fluorescence, single-stranded DNA substrate, uHTS. DNA dC->dU-editing enzyme APOBEC-3G (Homo sapiens), Q9HC16. recombinant A3G, ssDNA deamination FAM/TAMRA fluorescence. inhibition, % at 20 µM. 330,000 tested, 0.28% active. AID 493012, 2011;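 active = inhibition of at least 40% at 20 µM, with no more than 30% in the related APOBEC3A deaminase screen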;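 also: plate controls were DMSO wells with A3G for no effect and wells lacking A3G enzyme for full effect; some compounds called inactive have numbers as strong as hits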
Target sequence (Q9HC16 whole entry, looked up): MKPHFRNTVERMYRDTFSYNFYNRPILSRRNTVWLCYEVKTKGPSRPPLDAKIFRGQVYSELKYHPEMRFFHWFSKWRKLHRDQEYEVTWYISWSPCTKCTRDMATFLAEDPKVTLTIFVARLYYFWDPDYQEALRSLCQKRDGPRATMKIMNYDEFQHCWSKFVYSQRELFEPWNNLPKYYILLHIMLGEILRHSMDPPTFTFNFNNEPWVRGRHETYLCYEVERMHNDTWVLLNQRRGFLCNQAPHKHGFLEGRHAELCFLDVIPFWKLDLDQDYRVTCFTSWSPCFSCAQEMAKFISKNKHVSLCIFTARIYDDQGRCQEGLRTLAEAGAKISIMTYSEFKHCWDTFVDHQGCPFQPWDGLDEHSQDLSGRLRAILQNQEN
mIAP block: inhibitors of mouse IAP, primary screen, biochemical, luminescence, uHTS; 330,000 tested, 0.2% active; inhibition, % at 10 µM; purified mouse IAP, CDP-Star luminescence, 30 min;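 active = inhibition of at least 40% at 10 µM in the primary screen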;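 also: plate controls were DMSO with enzyme for no effect and no enzyme wells for full effect; values of inactives mirror those of a sister screen read the other way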
MIN6 prolif: inducers of MIN6 beta-cell proliferation, primary screen, ATP luminescence, uHTS; MIN6 cells proliferation, ATPlite luminescence, 48 h; cells starved in 0.2% serum; 100% = growth in 10% serum; proliferation, % at 10 µM; 330,000 tested, 0.29% active; AID 2380, 2010;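 active = compounds whose signal lies at least 3.5 SD above the mean of all wells on their plate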;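 also: 0% = DMSO-treated cells in low-serum medium and 100% = 10% serum control; some compounds called inactive have numbers as strong as hits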
APOBEC3A inh: APOBEC3A ssDNA deaminase inhibitors, primary screen, selectivity assay for APOBEC3G inhibitor project, biochemical, FAM/TAMRA oligo cleavage fluorescence | recombinant A3A, FAM/TAMRA ssDNA deamination fluorescence | inhibition, % at 20 µM | 330,000 tested, 0.41% active;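 active = at least 40% inhibition at 20 µM here, with at most 30% in a related deaminase screen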;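 also: plate controls were A3A with DMSO for no effect and wells lacking A3A enzyme for full effect; some results filed as inactive read as strong as hits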
Target sequence (P31941 whole entry, looked up): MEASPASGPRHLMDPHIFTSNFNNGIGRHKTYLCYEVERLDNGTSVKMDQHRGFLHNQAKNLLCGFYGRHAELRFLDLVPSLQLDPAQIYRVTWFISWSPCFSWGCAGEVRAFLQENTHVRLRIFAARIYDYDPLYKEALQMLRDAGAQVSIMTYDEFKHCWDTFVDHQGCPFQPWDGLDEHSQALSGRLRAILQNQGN
hIAP block: human IAP inhibitors, primary screen, biochemical, luminescence, uHTS. 330,000 tested, 0.12% active. purified IAP, CDP-Star luminescence, 30 min. AID 2544, 2010. inhibition, % at 10 µM. Intestinal-type alkaline phosphatase (Homo sapiens), P09923;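 active = inhibition reaching a set limit with compound at 10 µM in the primary screen, cut at about 35% in these data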;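 also: plate controls were DMSO wells with enzyme for no effect and no-enzyme buffer wells for full effect; values of inactives mirror those of a sister screen read the other way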
Target sequence (P09923 whole entry, looked up): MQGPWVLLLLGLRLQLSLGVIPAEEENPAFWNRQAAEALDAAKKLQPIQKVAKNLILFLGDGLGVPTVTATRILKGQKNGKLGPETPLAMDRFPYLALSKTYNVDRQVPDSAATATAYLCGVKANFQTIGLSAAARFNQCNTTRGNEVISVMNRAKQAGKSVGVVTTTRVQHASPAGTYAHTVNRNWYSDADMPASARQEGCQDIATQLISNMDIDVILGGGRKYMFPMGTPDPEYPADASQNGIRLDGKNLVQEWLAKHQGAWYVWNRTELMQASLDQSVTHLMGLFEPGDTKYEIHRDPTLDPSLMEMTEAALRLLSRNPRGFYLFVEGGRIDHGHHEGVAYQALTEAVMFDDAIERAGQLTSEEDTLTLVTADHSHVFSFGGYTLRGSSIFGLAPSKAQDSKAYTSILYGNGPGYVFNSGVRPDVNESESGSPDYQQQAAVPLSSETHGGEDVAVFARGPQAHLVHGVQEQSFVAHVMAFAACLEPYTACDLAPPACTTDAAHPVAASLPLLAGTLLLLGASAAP
tim10-1 inh: growth inhibitors of tim10-1 mutant yeast, primary screen, luminescence, uHTS. S. cerevisiae tim10-1 ts strain growth, BacTiter-Glo, 24 h. AID 463190, 2010. 330,000 tested, 2.2% active. inhibition, % at 20 µM;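 active = inhibition of at least 40%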;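 also: mutant grown at 25 °C; 0% = DMSO wells with yeast and 100% = wells holding no yeast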
An asterisk follows results filed as active; · = no result given.

SMILES	NLRP3 yeast inh	mIAP act	TIM10 inh	APOBEC3G inh	mIAP block	MIN6 prolif	APOBEC3A inh	hIAP block	tim10-1 inh
CCn1c(=O)c(C(=O)CN2CCOCC2)c(N)n(Cc2ccccc2)c1=O	19.8	0.988	-5.2	-5.8	1.2	-1.9	-2.9	-1.3	2.2
COc1cccc(C(=O)Nc2nnc(S(=O)(=O)N3CCCCC3)s2)c1	9.8	1.12	10.0	-1.6	-12.2	-0.7	-1.1	7.2	13.4
COc1ccccc1C1CCN(C(=O)c2cccs2)CC1	22.8	1.12	-11.4	-0.4	-12.5	3.5	-7.3	-9.6	4.0
O=CN1CCN(C(C(=O)NC2CCCCC2)c2ccc(Cl)cc2)CC1 (stereo not drawn)	16.2	1.13	-10.9	0.8	-13.4	-0.5	8.2	-11.4	-1.5
COc1cccc(OCCn2cc(/C=N/NC(=O)c3ccncc3)c3ccccc32)c1	19.6	0.971	24.3	0.2	2.9	0.0	1.5	-30.4	31.9
CCCN1C(=O)C(=O)c2cc(Cl)ccc21	-1.1	0.885	13.6	-7.6	11.5	-4.9	-4.5	7.1	13.1
CC(=O)Nc1ccc(S(=O)(=O)N[C@@H](C)C(=O)OCC(=O)NC2CCCC2)cc1	-7.6	1.04	11.6	-10.1	-4.0	6.9	-4.3	13.5	7.2
Cc1ccc(NC(=S)c2nc3ccccc3[nH]2)cc1	15.4	0.928	18.6	-5.8	7.2	-3.8	-3.5	5.0	25.9
CC(=O)N1CCC(N(CCN2CCOCC2)C(=S)Nc2cccc(C)c2)CC1	-0.4	1.02	-17.9	-5.8	-2.0	1.7	-0.3	5.3	-3.4
CC(=O)Nc1ccc(Sc2ncccc2C(=O)Nc2ccc(OC(F)(F)F)cc2)cn1	10.5	0.94	9.9	-4.1	6.0	-2.2	0.8	0.9	19.1
COc1ccccc1N1CCN(Cc2cc3c(cc2[N+](=O)[O-])OCO3)CC1	16.5	0.947	5.2	-5.5	5.3	-2.9	-1.3	29.8	4.1
Cc1cccc(NCc2nc3ccccc3n2Cc2ccccc2)c1	7.9	1.09	24.3	-10.2	-8.6	-5.8	-2.2	2.0	-1.7
COC(=O)c1cc2c(ccn2-c2ccc(F)cc2)n1C(C)C	-3.9	0.939	8.8	-2.4	6.1	-3.9	-1.1	-3.4	15.4
Cc1ccc(C(C(=O)NC(C)(C)C)N(C(=O)CCC(=O)Nc2ccccn2)c2ccccc2F)cc1 (stereo not drawn)	12.8	1.13	2.4	-3.7	-13.2	-0.2	-3.1	-4.8	15.2
CCOc1cccc(CNc2ccc(O)cc2)c1OCc1ccc(Cl)cc1Cl	4.9	0.901	33.3	-0.7	9.9	-4.2	-5.1	-6.9	41.6*
C[C@H](CO)N1C[C@H](C)[C@@H](CN(C)S(=O)(=O)c2cn(C)cn2)Oc2ccc(NC(=O)Cn3cnnn3)cc2C1=O	12.3	0.921	6.2	-8.9	7.9	-1.6	-3.2	20.8	11.7
O=C(Cc1ccc(-c2ccccc2)cc1)Nc1ccccn1	-1.1	0.927	1.8	-5.3	7.3	0.0	-0.2	4.9	20.7
O=c1[nH]c2cc(Cl)c([N+](=O)[O-])nc2[nH]1	11.3	0.465	-9.7	-7.2	53.5*	0.0	-1.1	13.3	3.0
CN(Cc1ccccc1)C(=O)c1nc2ccccn2c1CN1CCCC1c1nccs1 (stereo not drawn)	5.4	0.968	17.5	-1.7	3.2	-4.4	2.4	-6.0	30.3
Cn1nnnc1SCc1cc(=O)[nH]c2ccccc12	6.4	1.01	-7.3	-2.0	-0.8	0.7	0.4	14.5	0.3

(list continues)
SMILES	NLRP3 yeast inh	mIAP act	TIM10 inh	APOBEC3G inh	mIAP block	MIN6 prolif	APOBEC3A inh	hIAP block	tim10-1 inh
Cc1ccc2[nH]c(C)c(CCNC(=O)c3cc4cc([N+](=O)[O-])ccc4oc3=O)c2c1	5.9	0.933	-2.4	-5.4	6.7	0.0	1.6	9.7	28.7
CC(C)(C#N)Nn1cnnc1	8.4	1.05	-4.4	0.6	-5.4	6.7	2.5	-1.2	9.0
CCC(C)Sc1cccc(-c2nc3cc(C)ccn3c2NC2CCCCC2)c1 (stereo not drawn)	18.5	1.11	33.3	3.7	-11.4	-6.3	-3.9	6.4	37.2
O=c1c2ccccc2c(-c2ccc(F)cc2)nn1-c1ccc(C(F)(F)F)cc1	6.0	0.929	19.7	-0.6	7.1	-3.7	-11.2	10.9	26.1
COc1cc(CNc2ccc3c(c2)OCCO3)ccc1OCC(N)=O	12.5	1.08	10.9	-7.3	-7.6	0.4	-5.7	-7.4	-14.2
COCCNC(=O)CSc1nc2c(n1-c1ccccc1)CCCC2	1.2	1	18.3	4.9	-0.3	-2.0	7.0	4.4	12.0
Cc1ccc(-n2c(C)cc(/C=N/NC(=O)CC3(C)OCCO3)c2C)c(C)c1	17.0	1.06	-6.2	3.8	-6.1	0.2	2.5	-17.7	21.8
O=C(CNC(=O)C1CCCCC1)NNC(=O)c1ccccc1Br	3.4	0.983	1.2	-7.0	1.7	-1.1	-0.5	-3.7	-14.4
Cc1nn(-c2ccc(C(=O)NCC(c3ccco3)N3CCCC3)cc2)c(C)c1Cl (stereo not drawn)	4.8	1.09	-4.5	-1.6	-9.5	-5.3	1.8	4.8	-12.5
CCOC(=O)CC(N)c1ccc(OC)cc1 (stereo not drawn)	8.8	1.03	2.0	0.4	-2.7	-0.6	-2.3	10.3	10.7
O=C(CN1C(=O)c2ccccc2C1=O)OCCOCCN=C1NS(=O)(=O)c2ccccc21	14.8	1.1	-2.6	-6.6	-9.8	2.7	4.1	-7.4	-12.1
CCOC(=O)N1CCN(CCCc2ccccc2)CC1	22.8	1.01	-6.1	-4.5	-1.5	0.3	1.1	-21.2	2.0
CC1CCCN(C(=O)C2CCN(c3nc(-c4ccccc4)nc4c3CCC4)CC2)C1 (stereo not drawn)	22.3	1.02	13.1	-7.1	-2.2	-0.3	0.0	12.9	18.8
CC1CCN(S(=O)(=O)c2ccc(C(=O)OC(C)C(=O)N(C)C3CCCCC3)cc2)CC1 (stereo not drawn)	15.5	0.935	6.3	-1.9	6.5	-2.7	-1.4	-10.3	15.9
COC(=O)COc1ccc2c(=O)c(-c3ccccc3OC)coc2c1	-3.0	1	-1.2	0.7	-0.5	-2.9	4.0	0.4	0.2
Cc1cc(C)n(-c2cc(N3CCN(S(=O)(=O)c4ccc(C)c(C)c4)CC3)ccc2[N+](=O)[O-])n1	12.5	0.897	13.6	-1.0	10.3	-2.7	-0.9	15.3	-10.9
Cc1ccc(C(=O)NCc2ccccn2)cc1Cl	0.5	0.995	2.0	-3.1	0.5	4.0	-2.0	-4.5	6.5
Cc1ccccc1S(=O)(=O)Cc1ccc(C(=O)NCCN2CCN(Cc3ccccc3)CC2)o1	5.1	0.998	-0.4	-2.6	0.2	-0.8	-3.7	-3.3	3.0
Clc1ccc(-c2nc(NCCCN3CCOCC3)c3ccccc3n2)cc1	13.0	0.911	38.8	-3.0	8.9	-4.1	-0.8	7.2	36.7
CCCN1CCN(CCCNC(=O)CCN2C(=O)COc3ccccc32)CC1	13.5	0.918	5.0	-1.9	8.2	5.2	-1.2	-2.3	7.2

Remaining list, next part
SMILES	NLRP3 yeast inh	mIAP act	TIM10 inh	APOBEC3G inh	mIAP block	MIN6 prolif	APOBEC3A inh	hIAP block	tim10-1 inh
COc1ccc(C2CC(c3ccccc3)=NN2C(=O)c2ccc(Cl)c([N+](=O)[O-])c2)cc1 (stereo not drawn)	-5.5	0.889	18.5	-10.0	11.1	-6.9	-5.1	7.0	24.6
COc1ccc(C2NCCO2)cc1OC (stereo not drawn)	16.2	1.1	5.2	-1.0	-10.1	1.2	1.2	1.1	17.5
CCSc1nsc(NC(=O)Nc2cccc(OC)c2)n1	22.1	0.971	-3.8	-6.1	2.9	-5.0	-1.5	3.3	16.5
O=[N+]([O-])c1ccc(N2CCOCC2)cn1	2.7	1.01	2.9	-3.1	-1.4	3.4	-0.5	14.3	0.9
COc1cc(OC)c2c(-c3cccc(-c4ccc(N(C)C)cc4)c3)cc(=O)oc2c1	·	0.952	-33.0	-0.1	4.8	·	2.8	·	-21.1
O=C(N/N=C/c1ccc2c(c1)OCO2)c1cc2ccccc2o1	1.1	0.941	-1.4	-5.9	5.9	-1.8	3.4	3.1	-3.4
CC(C)(C)c1ccc(C(=O)NCCC(=O)NNC(=O)COc2ccccc2F)cc1	4.8	0.98	6.4	-8.0	2.0	-1.4	-4.3	-67.1	-2.7
CCC(C)[C@H]1CNC(=S)N1CCc1cccc2ccccc12 (stereo partly drawn)	29.6	0.974	34.7	-2.0	2.6	-7.0	-1.0	-2.4	26.1
CC(C)(C)NC(=O)C(c1ccc(F)cc1)N(Cc1ccco1)C(=O)c1csnn1 (stereo not drawn)	11.2	1.06	25.1	-4.6	-6.4	-2.2	-1.9	13.6	14.3
O=C(CCn1cnc2ccccc2c1=O)Nc1ccc(Cl)c(Cl)c1	6.5	1.02	-10.8	1.7	-2.2	4.6	0.9	14.1	-5.9
CCCN(C(=O)CCl)C1=CCCCC1	7.8	1.13	-1.0	-7.4	-12.8	3.4	2.3	-2.3	-18.3
CC(NC(=O)c1ccccc1)c1nnc(SCC(=O)Nc2nnc(C3CC3)s2)n1C (stereo not drawn)	18.1	1.13	-6.1	0.5	-12.8	-0.5	0.4	-3.4	1.4
CC12CC(NC(=O)N1c1cccc(C(=O)Nc3ncn[nH]3)c1)c1ccccc1O2 (stereo not drawn)	6.8	0.92	10.2	-0.8	8.0	-1.6	-1.5	2.5	18.4
COc1cccc(CN(C)CC(=O)Nc2cc3oc4ccccc4c3cc2OC)c1	8.6	1.05	11.6	-3.9	-5.1	-6.0	4.9	5.3	16.2
O=C(COc1ccc2c3c(c(=O)oc2c1)CCC3)NCC(O)c1ccccc1 (stereo not drawn)	7.8	0.997	5.0	-3.0	0.3	-2.5	-3.0	-20.7	12.6
COc1ccc(CCC(=O)NCCOc2ccc(C)cc2)cc1	3.9	0.961	-10.2	-5.4	3.9	-1.2	-6.2	-0.8	13.5
O=[N+]([O-])c1ccccc1/C=C/C=N/n1c(-c2ccccc2F)n[nH]c1=S	18.9	0.929	2.3	23.2	7.1	-3.3	-1.4	7.8	20.6
Cc1cc(C(=O)NN)n[nH]1	19.1	0.75	-6.9	-4.0	25.0	-0.3	-1.1	18.9	-5.1

Three structures out of the list, sorted by SMILES length, lowest first:
SMILES	NLRP3 yeast inh	mIAP act	TIM10 inh	APOBEC3G inh	mIAP block	MIN6 prolif	APOBEC3A inh	hIAP block	tim10-1 inh
CCCN1C(=O)C(=O)c2cc(Cl)ccc21	-1.1	0.885	13.6	-7.6	11.5	-4.9	-4.5	7.1	13.1
O=C(CNC(=O)C1CCCCC1)NNC(=O)c1ccccc1Br	3.4	0.983	1.2	-7.0	1.7	-1.1	-0.5	-3.7	-14.4
COc1cc(CNc2ccc3c(c2)OCCO3)ccc1OCC(N)=O	12.5	1.08	10.9	-7.3	-7.6	0.4	-5.7	-7.4	-14.2
